POLK inh: qHTS for Inhibitors of Polymerase Kappa; DNA polymerase kappa (Homo sapiens), Q9UBT6; purified Pol kappa, fluorescent DNA synthesis assay, 10 min; Potency, µM (series often up to 107 µM), without a hit: top-dose activity, negative = inhibition, most hits filed as inhibitors; actives 0.53% (n = 400,000); note: % is set by controls: 0 for no effect and ±100 for the full control effect
Target sequence (Q9UBT6 whole entry, looked up): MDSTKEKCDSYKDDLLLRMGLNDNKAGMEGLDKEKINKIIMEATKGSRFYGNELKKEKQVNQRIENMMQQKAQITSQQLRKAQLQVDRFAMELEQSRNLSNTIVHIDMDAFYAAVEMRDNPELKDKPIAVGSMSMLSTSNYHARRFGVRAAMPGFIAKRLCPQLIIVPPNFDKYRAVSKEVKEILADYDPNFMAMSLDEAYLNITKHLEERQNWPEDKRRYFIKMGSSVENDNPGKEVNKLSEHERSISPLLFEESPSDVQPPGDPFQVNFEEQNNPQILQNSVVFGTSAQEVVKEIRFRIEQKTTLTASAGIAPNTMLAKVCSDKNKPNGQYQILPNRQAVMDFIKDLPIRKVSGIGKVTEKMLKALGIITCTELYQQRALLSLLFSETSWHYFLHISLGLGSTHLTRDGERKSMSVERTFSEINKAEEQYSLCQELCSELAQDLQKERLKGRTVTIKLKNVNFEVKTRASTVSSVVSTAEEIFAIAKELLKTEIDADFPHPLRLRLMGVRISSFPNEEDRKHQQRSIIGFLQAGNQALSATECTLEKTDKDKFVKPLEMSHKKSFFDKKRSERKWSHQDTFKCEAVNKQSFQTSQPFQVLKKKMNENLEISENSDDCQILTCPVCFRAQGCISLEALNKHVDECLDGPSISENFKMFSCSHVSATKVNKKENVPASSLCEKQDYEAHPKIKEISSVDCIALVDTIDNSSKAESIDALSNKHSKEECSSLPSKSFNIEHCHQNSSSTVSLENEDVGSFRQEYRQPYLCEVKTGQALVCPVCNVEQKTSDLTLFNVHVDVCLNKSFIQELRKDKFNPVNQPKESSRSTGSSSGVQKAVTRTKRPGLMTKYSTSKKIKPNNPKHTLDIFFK
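10 nM Pol kappa preincubated 15 min at room temperature with compounds, then reaction started with substrate at 50 nM final. Fluorescence read kinetically at 0 and 10 min; buffer-only wells served as negative control.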
BLM helicase inh: qHTS Assay for Inhibitors of Bloom's syndrome helicase (BLM); RecQ-like DNA helicase BLM (Homo sapiens), P54132; recombinant BLM DNA unwinding, fluorescence dequenching; Potency, µM (top dose mostly 56.1 µM), for inactives: at the highest dose activity change, negative = inhibition, actives largely listed as inhibitors; actives 0.2% (n = 350,000);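 note: plate controls were vehicle for no effect and no enzyme for full effect; nearly all actives have a fitted effect of over 35% in size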
G9a inh: qHTS Assay for Inhibitors of Histone Lysine Methyltransferase G9a; Histone-lysine N-methyltransferase EHMT2 (Homo sapiens), Q96KQ7; G9a H3K9 monomethylation, AlphaScreen, 2 h; Potency, µM (series often up to 102 µM), without a hit: at the highest dose activity, negative = inhibition, usual class: inhibitors; actives 8.8% (n = 350,000); note: % is set by controls: 0 for no effect and ±100 for the full control effect; nearly all actives have a fitted effect of over 75% in size
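Readings reflect AlphaScreen signal from monomethyl-H3K9 antibody detection. HMT at 20 nM; substrate b-H3K9 500 nM; cofactor SAM 20 uM; 2 h RT reaction; compounds tested as titrations in qHTS with 15 min preincubation.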
APEX1 inh: qHTS Assay for Inhibitors of the Human Apurinic/apyrimidinic Endonuclease 1 (APE1). AID 2517, 2012. Potency, µM (titrated, usually from 65.8 µM), without a hit: at the highest dose activity change, negative = inhibition, usual class: inhibitors. actives 0.35% (n = 350,000). recombinant APE1, TAMRA/BHQ-2 abasic DNA cleavage fluorescence. DNA repair nuclease/redox regulator APEX1 (Homo sapiens), P27695;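 note: plate controls were vehicle for no effect and reference inhibitor for full effect; nearly all actives have a fitted effect of over 55% in size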
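Readout is kinetic fluorescence (ex 525, em 598 nm) from cleavage of 50 nM TAMRA/BHQ-2 THF abasic duplex by 0.75 nM APE1, compound added 15 min beforehand at RT.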
JMJD2A Tudor: qHTS Assay for Inhibitors of JMJD2A-Tudor Domain | Lysine-specific demethylase 4A (Homo sapiens), O75164 | AlphaScreen JMJD2A-Tudor / H3K4me3 peptide binding | Potency, µM (doses to about 114 µM), for the others: at the highest dose activity change, negative = inhibition, hits mostly inhibitors | actives 4.4% (n = 390,000); note: % is set by controls: 0 for no effect and ±100 for the full control effect; nearly all actives have a fitted effect of over 50% in size
POLB inh: qHTS Assay for Inhibitors of DNA Polymerase Beta. P06746. Pol beta primer extension/strand displacement, fluorescence kinetic. Potency, µM (doses to about 114 µM), for inactives: at the highest dose activity change, negative = inhibition, usual class: inhibitors. actives 1.3% (n = 340,000). AID 485314, 2010; note: % is set by controls: 0 for no effect and ±100 for the full control effect
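Enzyme-only controls used 10 nM Pol beta; buffer lacking enzyme served as negative control. Compound preincubated 15 min, then 50 nM substrate added; 0 and 10 min reads at room temperature.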
BAZ2B inh: qHTS Assay for Inhibitors of BAZ2B | Bromodomain adjacent to zinc finger domain protein 2B (Homo sapiens), Q9UIF8 | AlphaScreen BAZ2B-H3K14Ac peptide displacement | Potency, µM (highest dose often 114 µM), without a hit: at the highest dose activity change, negative = inhibition, usual class: inhibitors | actives 4.4% (n = 360,000) | AID 504333, 2011; note: % is set by controls: 0 for no effect and ±100 for the full control effect; nearly all actives have a fitted effect of over 60% in size
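BAZ2B 50 nM plus b-H3(5-23)K14Ac 50 nM, PBS pH 7.4/0.01% Tween-20, 30 min RT; compound added (max 110 uM), 30 min RT; streptavidin donor/Ni-chelate acceptor beads 10 ug/mL final, 20 min dark; AlphaScreen read.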
POLH inh: qHTS for Inhibitors of Polymerase Eta; DNA polymerase eta (Homo sapiens), Q9Y253; recombinant Pol eta, fluorescent DNA replication assay; Potency, µM (highest dose often 114 µM), without a hit: at the top dose activity change, negative = inhibition, usual class: inhibitors; actives 1.2% (n = 390,000); AID 588591, 2011; note: % is set by controls: 0 for no effect and ±100 for the full control effect
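Pol eta (10 nM) was preincubated with compounds for 15 min at room temperature, after which fluorescent replication substrate (50 nM final) was added to start the reaction. Fluorescence was read kinetically at 0 and 10 min.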
POLI inh: qHTS for Inhibitors of Polymerase Iota; DNA polymerase iota (Homo sapiens), Q9UNA4; Pol iota fluorescent replication assay, 10 min; Potency, µM (highest dose often 115 µM), without a hit: at the highest dose activity, negative = inhibition, most hits filed as inhibitors; actives 1% (n = 390,000); AID 588590, 2011
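Pol iota at 10 nM preincubated 15 min with compounds at room temperature; reaction started with fluorescent substrate, 50 nM final. Fluorescence read kinetically at 0 and 10 min; buffer-only wells as negative control.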
Starred values were filed as active, the others as inactive; ? = inconclusive; · = no result given; [ ] = remark or other dose. Calls come from the whole dose curve; as a rule, active = well fitted curve in the direction sought with a large enough effect; inconclusive = small, poorly fitted or top-dose-only effect, or another doubt; inactive = no such curve, though single readings can be large; an effect the other way counts as inactive or inconclusive. Potency is the fitted concentration of half-maximal effect. Only part of the results is shown; count on the stated rates, not on these rows.

SMILES	POLK inh	BLM helicase inh	G9a inh	APEX1 inh	JMJD2A Tudor	POLB inh	BAZ2B inh	POLH inh	POLI inh
CC(=O)c1ccc(N2C(=O)N(CC(=O)c3ccc(F)cc3)c3ccccc3S2(=O)=O)cc1	-11%[60.1 µM]	-9%	-2%[59 µM]	·	-23%	7%	-4%	0%	4%
CCN(CC)Cc1nc2c(c(=O)[nH]1)C1(CCCCC1)Cc1ccccc1-2	-1%	-2%	?	5%	-20%	3%	-26%	2%	-14%
Cc1c(C(=O)NNC(=O)c2csc(N3CCOCC3)n2)oc2ccccc12	1%	·	45%[12.7 µM]	13%	-19%	·	-1%	?	?
C/C(=N\N1C(=O)c2ccccc2C1=O)c1cccc([N+](=O)[O-])c1	0%	0%	2%[59 µM]	1%	-4%	87%	4%	-3%	10%
Cn1c2c(c(=O)n(C)c1=O)CN(CCc1ccccc1)CN2	-15%	-2%	-4%	-4%	-9%[57.1 µM]	13%	0%	-8%	28%
O=C(OCC(=O)c1c[nH]c2ccccc12)c1cc2ccccc2cc1O	-18%	-8%	?	-1%	-26%	-10%	2%	8%	-7%
O=C(NNc1ccc(F)cc1F)C1CCC1	-2%	-1%	18µM*	0%	-6%	18%	2%	-14%	-10%
COC(=O)c1c(NC(C)=O)sc2c1CCCC2	-2%	-3%	-26%[59 µM]	-12%	3%	33%	-12%	-19%	25%
COc1ccc(S(=O)(=O)NCc2cccn2Cc2cccc(C)c2)cc1OC	-7%[60.1 µM]	-8%	-3%[12.7 µM]	·	-27%	-16%	?	-17%	-4%
CC(C)Cn1c(SCC(=O)Nc2ccc3[nH]c(=O)[nH]c3c2)nc2ccccc2c1=O	-7%	·	?	18%	-12%	·	5%	-12%	56%[activator]
Cc1ccc(CN2CCN(CC(C)C)C(CCO)C2)s1 (stereo not given)	1%	-3%	6%	0%	3%	6%	3%	-19%	27%
Cc1ccc(OCC(=O)NNC(=O)Cn2c(=O)cnc3ccccc32)cc1	-10%	·	-4%[0.501 µM]	-16%	-1%	·	?	?	?
COc1ccc(NC(=O)c2cc(OC)c(OC)c(OC)c2)cc1S(=O)(=O)N1CCCCC1	-3%	-2%	-41%	-7%	-1%	6%	·	-21%	102%[activator]
Nn1c(COc2ccccc2F)nnc1SCC(=O)NC1CCS(=O)(=O)C1 (stereo not given)	1%	·	21%	12%	-1%	·	10%	-20%	31%[activator]
Cc1nc(N2CCCC2)c2c(C(=O)Nc3cccc(Cl)c3)c(C)oc2n1	-21%	-2%	-11%[59 µM]	·	-12%	-5%	0%[57.1 µM]	-9%	-1%
CCOc1ccc(C2C(=O)N(C3CCCCC3)CC(=O)N2CCc2ccccc2)cc1OC (stereo not given)	-13%[60.1 µM]	-3%	5%[59 µM]	·	-21%	-6%	-5%	-14%	?
COc1ccc(S(=O)(=O)NCC2CCCN(Cc3cn(C)nc3C)C2)cc1 (stereo not given)	-2%	2%	24%	-18%	-22%	-18%	20%	-18%	40%
COc1ccc2nc3ccccc3nc2c1	-1%	-11%	?	-9%	-7%	?	-8%	-19%	10%
O=C(Nc1ccccc1)Nc1cccn(Cc2c(F)cccc2Cl)c1=O	-1%	-11%	6%	-6%	-25%	-15%	-37%	-11%	16%
Cc1cc(S(=O)(=O)NCC(C)C)ccc1OCC(=O)NC1CC1	-2%	-5%	-9%	9%	-28%	26%	-3%	-22%	17%
Cc1ccc(CN2C(=O)SC(Nc3ccccc3)C2=O)cc1 (stereo not given)	-8%	-8%	1%[59 µM]	·	15%	0%	8%	-4%	-9%
CCC(C)NCCCOc1ccc([N+](=O)[O-])cc1 (stereo not given)	-3%	-7%	?	19%	79µM*	24%	?	-11%	-7%
CC(C)CNC(=S)N(CCN(C)C)Cc1cc2cc3c(cc2[nH]c1=O)OCO3	22%	4%	-5%	34%	-4%	2%	6%	-6%	45%[activator]
CCCCCCCC[n+]1c(C)n(-c2ccccc2)c2ccc(NC(C)=O)cc21	0%	0%	40µM*	1%	-4%	-2%	-17%	-24%	44%[activator]
Cc1cc(C)c(NC(=O)OCCN2CCOCC2)c(C)c1	-3%	-4%	14%	1%	-28%[11.4 µM]	0%	11%	-14%	?

A few values from the list.
C/C(=N\N1C(=O)c2ccccc2C1=O)c1cccc([N+](=O)[O-])c1 – POLI inh: 10%
CCCCCCCC[n+]1c(C)n(-c2ccccc2)c2ccc(NC(C)=O)cc21 – JMJD2A Tudor: -4%
O=C(Nc1ccccc1)Nc1cccn(Cc2c(F)cccc2Cl)c1=O – POLH inh: -11%

Additional records:
SMILES	POLK inh	BLM helicase inh	G9a inh	APEX1 inh	JMJD2A Tudor	POLB inh	BAZ2B inh	POLH inh	POLI inh
COc1ccc(N2CCN(CC(=O)Nc3nnc(-c4ccccc4)s3)CC2)cc1	-13%	2%	-16%[59 µM]	15%	-26%	-12%	-7%	17%	?
COCCOC(=O)c1c(NC(=O)CN(C)c2ccccc2)sc(C(N)=O)c1C	-2%	-1%	-33%	-5%	-8%	-6%	-14%	9%	24%
Cc1ccc(C(=O)CSc2nnc(COc3ccc(C#N)cc3)n2-c2ccccc2)cc1	-3%	2%	-18%[59 µM]	-1%	3%	-13%	11%	-15%	-11%
CCCS(=O)(=O)N1CCCC(C(=O)N2CCN(c3ccccc3)CC2)C1 (stereo not given)	-2%	0%	·	-3%	-10%	47%	5%	-1%	11%
COc1ccc(OC)c(NC(=O)CCn2ccnc2)c1	8%	-2%	11%	-2%	-6%	7%	4%	-16%	51%[activator]
Cn1c(SCC(=O)O)nnc1C1CCCCC1	-12%	3%	21%[59 µM]	2%	-21%	-1%	8%	0%	-13%
O=C(COc1cc2oc(=O)c3c(c2cc1Cl)CCC3)NCC1CCC(C(=O)O)CC1 (stereo not given)	2%	-1%	·	-3%	-15%	3%	-2%	-9%	70%[activator]
NC(=O)c1ccccc1NC(=O)C1CCCN(c2ncnc3onc(-c4ccc(F)cc4)c23)C1 (stereo not given)	-3%	-4%	-8%[59 µM]	·	-11%	56%	5%[57.1 µM]	-16%	6%
COc1ccc(NC(=O)CSc2cc(C)nc3c(-c4ccccc4)cnn23)cc1	-9%	0%	34%	5%	-8%	7%	-2%	-22%	22%
Cc1cc(NS(=O)(=O)Cc2ccccc2)cc(C)c1OCC(=O)N1CCOCC1	5%	-4%	9%[59 µM]	1%	-8%	-2%	7%	-4%	22%
CC1(C)C(=O)N(c2ccccc2)C1c1ccccc1O (stereo not given)	-14%	-7%	22%	-1%	-6%	4%	-2%	-5%	-13%
CCc1nc(SCC(=O)Nc2ccccc2C(=O)OC)n[nH]1	-4%	-2%	-10%[59 µM]	-6%	-4%	52%	3%	-11%	-9%
O=C(c1cccc(Cl)c1)N1CCN(S(=O)(=O)c2ccc(Cl)s2)CC1	0%	·	-3%[59 µM]	-6%	1%	·	5%	-20%	31%
CCn1ccnc1CN(C)C(=O)c1cc(COc2c(F)cccc2F)on1	-6%	-7%	-8%	4%	-17%	19%	1%	-24%	21%
COC(=O)c1cc2oc(C)cc2n1CC(=O)Nc1ccc(OC)c(OC)c1OC	·	-4%	-23%[59 µM]	-7%	·	29%	1%	·	·
COc1ccc(-c2cn[nH]c2N)cc1OC	-11%	-12%	?	2%	-23%	0%	10%	5%	12%
O=C(CC1C(=O)N(c2ccc(Cl)cc2)C(=S)N1CCc1ccncc1)Nc1ccc(F)cc1 (stereo not given)	-16%	-7%	-16%	?	-29%	1%	0%	-17%	2%
CSCC[C@H](NC(=O)[C@H](Cc1ccccc1)n1c(=O)[nH]c2ccccc2c1=O)C(=O)NCC1CCC(C(=O)O)CC1 (stereo not given in full)	5%	0%	·	5%	-7%	7%	13%	-24%	8%

Single records (already shown).
Results for COc1ccc(OC)c(NC(=O)CCn2ccnc2)c1 = POLK inh: 8%; BLM helicase inh: -2%; G9a inh: 11%; APEX1 inh: -2%; JMJD2A Tudor: -6%; POLB inh: 7%; BAZ2B inh: 4%; POLH inh: -16%; POLI inh: 51%[activator]
Results for O=C(COc1cc2oc(=O)c3c(c2cc1Cl)CCC3)NCC1CCC(C(=O)O)CC1 (stereo not given) = POLK inh: 2%; BLM helicase inh: -1%; G9a inh: ·; APEX1 inh: -3%; JMJD2A Tudor: -15%; POLB inh: 3%; BAZ2B inh: -2%; POLH inh: -9%; POLI inh: 70%[activator]

Source: PubChem
